Assay outcomes as filed in PubChem.
S3 lipid droplet: qHTS Assay for Lipid Storage Modulators in Drosophila S3 Cells; Drosophila S3 cells, BODIPY lipid droplet fluorescence, 18-24 h; cells fed with added oleic acid; lipid storage change, negative = inhibition, % at the top dose, mostly 46.1 µM; hits show Potency in µM; actives 0.64% (n = 320,000); active = well fitted inhibition curve with a large enough effect in the signal ratio, with a control signal flat, not every such curve was filed as active; inconclusive = small, poorly fitted or top-dose-only effect, or effect the other way, or a change in a side signal; the % refers to the signal ratio
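Laser-scanning cytometry quantifies lipid droplet accumulation (500–530 nm total intensity; droplet/cell object ratio) in oleic acid-fed (400 uM added) Drosophila S3 cells treated with a concentration series. 20 uM Triacsin C defined 100% inhibition.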
S3 lipid droplet cell count max: recorded beside S3 lipid droplet, whose call it bears; cell number change, %; measured here: cell count max response;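 cells counted by Cell Tracker Red CMTPX staining in the red channel; peak over a dose series mostly up to 46.1 µM; percent activity relative to internal control wells on each plate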
Starred values were filed as active, the others as inactive; i = inactive; ? = inconclusive; . = not tested or not shown; [ ] = remark or other dose. % is scaled to controls: 0 for no effect and ±100 for the full control effect; potency is read from the fitted curve at half-maximal effect. The list is partial; the hit share may differ from the screen's.

Molecule	S3 lipid droplet	S3 lipid droplet cell count max
CC(=O)Nc1ccccc1C(=O)OCC(=O)c1cccc2ccccc12	-7%	1
CC(Cc1ccccc1)NC(=O)NC(C)Cc1ccccc1 (stereo not given)	?	.
COc1ccc2[nH]cc(CCNCc3cccnc3)c2c1	?	.
COc1ccc(-n2c(O)c(C=NCCCn3ccnc3)c(=O)[nH]c2=O)cc1	?	.
Cc1cc(C(=O)C[N+]23CCN(CC2)CC3)c(C)n1-c1ccc(Br)cc1	?	.
COC(=O)C1=C(c2ccc(OC)c(OC)c2)C[C@@H]2CC[C@H]1N2C(=O)NC(C)C	?	.
Clc1ccccc1NC1=NCCCS1	?	.
CCCC1(CCC)C(=O)NC(=Nc2ccc(C)cc2)NC1=O	i	10
CCN(CC)c1ccc(CC2C(=O)N(C)C(=O)N(C)C2=O)cc1	-13%	-2
O=C(N/N=C/c1c(O)n(Cc2ccccc2)c(=O)[nH]c1=O)c1ccccc1O	0%	-14
CCOC(=O)C1SC2(C(F)(F)F)CC1(O)c1c(C)cc(C)nc1O2 (stereo not given)	i	.
O=C1NC(=S)NC(=O)C1C1CCCCC1	-17%	16
CC(NC(=O)Cc1cccc2ccccc12)C(=O)N1CCC(=O)CC1 (stereo not given)	0%	6
COP(=O)(OC)C(Nc1ccccn1)c1ccccc1 (stereo not given)	-13%	10
CCOC(=O)Cn1c(=O)oc2cc(S(=O)(=O)N3CCCc4ccccc43)ccc21	?	.
CCOC(=O)N(c1ccccc1)P1(=S)OCCO1	?	.
COc1ccc(N2C(=O)/C(=C/c3ccco3)C(=O)NC2=S)cc1	-12%	8
O=c1cc(C(F)(F)F)c2cc3c4c(c2o1)CCCN4CCC3	?	.
COc1ccc(C(=O)C2CCCN(Cc3cccc(C)n3)C2)c(OC)c1 (stereo not given)	?	.
COc1ccc(CC(C)NC2CCCCCC2)cc1 (stereo not given)	i	-21
CC[N+]12CCC(CC1)C(C(O)(c1ccccc1)c1ccccc1)C2 (stereo not given)	?	.
COC(=O)C1=C(c2ccc(Cl)c(C(F)(F)F)c2)C[C@@H]2CC[C@H]1N2C(=O)N1CCC(C)CC1	?	.
Cc1ccc2c(c1)CC1(CN2C)C(=O)NC(=O)N(c2cc(C)ccc2C)C1=O (stereo not given)	?	.
COc1cc(C)c(CN2CC=C(c3ccc(F)cc3)CC2)cc1C	?	.
OCC1(CO)COC(c2cccnc2)N1 (stereo not given)	?	.
CC(C)n1c(/C=C/[C@H](O)C[C@H](O)CC(=O)O)c(-c2ccc(F)cc2)c2ccccc21	?	.
O=C(c1ccc(Cl)cc1)N1CCC2(CC1)OCCO2	3%	-1
CCCOP(=O)(O)c1c([N+](=O)[O-])cc(C(F)(F)F)cc1[N+](=O)[O-] (tested in a mixture with another compound)	?	.
Cc1cc(/C=C2\C(=O)NC(=O)N(c3cccc(F)c3)C2=O)c(C)n1-c1ccc(C(=O)O)c(Cl)c1	?	.
CC(=O)O[C@@H]1[C@H]2CC[C@@H]3[C@]1(C[C@@H](OC(C)=O)[C@@]1(O)C([C@@H]4O[C@@H]4C1(C)C)[C@]3(C)O)C[C@@]2(C)O (stereo not given in full)	-9%	-2

Whole records from above.
COc1ccc(N2C(=O)/C(=C/c3ccco3)C(=O)NC2=S)cc1 in the list: S3 lipid droplet: -12%; S3 lipid droplet cell count max: 8
CC(=O)O[C@@H]1[C@H]2CC[C@@H]3[C@]1(C[C@@H](OC(C)=O)[C@@]1(O)C([C@@H]4O[C@@H]4C1(C)C)[C@]3(C)O)C[C@@]2(C)O (stereo not given in full) in the list: S3 lipid droplet: -9%; S3 lipid droplet cell count max: -2
COC(=O)C1=C(c2ccc(Cl)c(C(F)(F)F)c2)C[C@@H]2CC[C@H]1N2C(=O)N1CCC(C)CC1 in the list: S3 lipid droplet: ?; S3 lipid droplet cell count max: .

Continuation:
Molecule	S3 lipid droplet	S3 lipid droplet cell count max
COc1ccc(C2(C#N)CCN(C)CC2)cc1	4%	-4
Cn1cccc1/C=C1\C(=O)NC(=O)N(Cc2ccccc2)C1=O	2%	14
COCCOC(=O)C1=C(N)Oc2c(c(=O)oc3ccccc23)C1c1ccncc1 (stereo not given)	?	.
N#CC(c1ccc(O)cc1)N1CCCCC1 (stereo not given)	?	.
CCOC(=O)C1(CCOc2ccccc2)CCN(Cc2cccc(O)c2)CC1	?	.
O=C1Nc2ccc(Br)cc2C(c2ccccc2)=NC1O (stereo not given)	-3%	22
CCN1CCN(Cc2cc3c(cc2[N+](=O)[O-])OCO3)CC1	?	.
CC(C)NS(=O)(=O)c1ccc(OCC(=O)N2CCN(C)CC2)cc1	4%[9.22 µM]	.
CCCCOP(=O)(CN1CCOCC1)OCCCC	i	.
CCN(CC)P(=O)(Oc1ccccc1)Oc1ccccc1	?	.
CCOC(=O)c1sc(N=Nc2c(O)[nH]c(=O)[nH]c2=O)c(C(=O)OCC)c1C	?	.
CN1CCC(n2nccc2N)CC1	i	-1
N/C(=N\[N+](=O)[O-])NCCCC(NC(=O)CNC(=O)c1ccccc1)C(=O)O (stereo not given)	?	.
CCCCCn1c(=O)c(C(=O)Nc2cnccn2)c(O)c2ccccc21	-16%	-3
CN1CCCN(c2ccc([N+](=O)[O-])nc2)CC1	?	.
CC(=O)OC1CCC2(/C=N/O)C(=CCC3C4CCC(=O)C4(C)CCC32)C1 (stereo not given)	?	.
CCCCOc1ccc(CC2C(=O)N(C)C(=O)N(C)C2=O)cc1	13%	-20
CCCCn1c(O)c(C(=O)/C=C/c2ccc3c(c2)OCO3)c(=O)[nH]c1=O	4%	10
CN(C)C1C(=O)C(C(N)=O)=C(O)C2(O)C(=O)C3=C(O)c4c(O)cccc4C(C)(O)C3C(O)C12 (stereo not given)	-19%	-25
CCOC(=O)C(NC(=O)CCl)(Nc1ccc(C(O)(C(=O)OCC)C(F)(F)F)cc1)C(F)(F)F (stereo not given)	?	.
CN1C(=O)C(=Cc2ccc(N(C)C)c([N+](=O)[O-])c2)C(=O)N(C)C1=O	-4%	14
COc1cc(C2SCC(=O)Nc3c2c(C)nn3-c2ccccc2)cc(OC)c1OC (stereo not given)	?	.
Cc1ccc2c(c1)C(c1ccccc1)NCC(=O)N2 (stereo not given)	22%	25
CC(C)c1ccc(N=Nc2c(O)[nH]c(=O)[nH]c2=O)cc1	?	.
COC(=O)C1=C(c2ccc3ccccc3c2)C[C@@H]2CC[C@H]1N2C(=O)NCCCOC(C)C	i	-1
Cn1cccc1/C=C1\C(=O)NC(=O)N(Cc2ccco2)C1=O	0%	8
N/C(=N\[N+](=O)[O-])N1CCN(C(=O)Oc2ccccc2)CC1	?	.
C=CCN1C(=O)NC(=O)/C(=C/c2cccn2C)C1=O	-22%	-2
O=C(O)CCn1cc(C=C2C(=O)NC(=O)NC2=O)c(-c2cc3ccccc3oc2=O)n1	4%	-1
CC(C)(C)c1cc([N+](=O)[O-])cc(C(C)(C)C)c1O	?	.

Reprinted at random: 3 entries already listed.
Molecule	S3 lipid droplet	S3 lipid droplet cell count max
Cc1ccc2c(c1)C(c1ccccc1)NCC(=O)N2 (stereo not given)	22%	25
Cn1cccc1/C=C1\C(=O)NC(=O)N(Cc2ccco2)C1=O	0%	8
O=C(O)CCn1cc(C=C2C(=O)NC(=O)NC2=O)c(-c2cc3ccccc3oc2=O)n1	4%	-1

More structures.
Values in the order – S3 lipid droplet	S3 lipid droplet cell count max
CCCc1c(C)nc(SCC(=O)C(C)(C)C)nc1OC(=O)N(C)C
 : 2%	6
CC(C)N(Cc1ccccc1)C(=O)CCS(=O)(=O)c1ccc2c(c1)oc(=O)n2C
 : ?	.
O=C(Cc1ccccc1)N1CCN(Cc2cccc(Br)c2)CC1
 : 1%	9
O=C(C(Cc1ccccc1)NS(=O)(=O)c1cccc2nsnc12)N1CCC2(CC1)OCCO2 (stereo not given)
 : -1%	-12
CN1CCC(N(C)c2ncnc3ccc(Br)cc23)CC1
 : ?	.
COC(=O)C1=C(c2cccc(NC(C)=O)c2)C[C@@H]2CC[C@H]1N2C
 : ?	.
COCc1cc(C2SCC(=O)Nc3c2c(=O)[nH]n3C(C)C)ccc1OC (stereo not given)
 : 8%	-3
C=CCn1c(O)c(C=Nc2ccc(OC)cc2C)c(=O)[nH]c1=O
 : ?	.
O=C(COc1ccc(Cl)cc1)N1CCN(C/C=C/c2ccccc2)CC1
 : 3%	2
CCOc1ccc(N2C(=O)CC(=O)NC2=O)cc1
 : ?	.
CCCC(C)(COC(N)=O)COC(=O)NC(C)C (stereo not given)
 : -1%	2
N#CC(C#N)=NNc1ccc(-n2ccc(C(F)(F)F)n2)cc1
 : ?	.
COC(=O)C1=C(c2ccc3ccccc3c2)C[C@@H]2CC[C@H]1N2C(=O)NCCNC(C)=O
 : ?	.
COc1cc(OC)cc(C(=O)Nc2ccc(Br)cc2C(=O)c2ccccc2)c1
 : -1%	-16
CC1CCN(c2ccc(NC(=O)Cn3c(=O)oc4ccccc43)cc2)CC1
 : ?	.
O=[N+]([O-])c1ccc(NCCO)c2ncccc12
 : 16%	10
N#CC(C#N)=Cc1ccc(-c2ccccc2F)o1
 : ?	.
O=c1c2ccccc2nc(CNCc2ccco2)n1-c1ccc(F)cc1
 : ?	.
O=c1[nH]c(O)c(N=Nc2ccc(SC(F)F)cc2)c(=O)[nH]1
 : 2%	15
O=C1Nc2ccc(Br)cc2C(c2ccc(Cl)cc2)=NC1O (stereo not given)
 : ?	.
O=C(Cn1c(=O)c(C(F)(F)F)nc2ccccc21)N1CCC2(CC1)OCCO2
 : ?	.
COC(=O)C1=C(c2ccc3ccccc3c2)C[C@@H]2CC[C@H]1N2C(=O)NCC1CC1
 : ?	.
COc1ccc2c(c1OC)C(=O)OC2C1c2cc3c(cc2CCN1C)OCO3 (stereo not given)
 : -1%	1
O=C1C2CCN(CC2)C1Cc1ccccc1O (stereo not given)
 : ?	.
CC1=CC(=C2C(=O)NC(=S)NC2=O)C=C(C(F)(F)F)N1C
 : ?	.
COc1ccccc1CCNCc1cccc(C(F)(F)F)c1
 : -24%	-6
O=C(Cn1c(=O)oc2cc(S(=O)(=O)N3CCc4ccccc43)ccc21)NC1CCCC1
 : ?	.
COc1ccc(N2C(=O)/C(=C/c3cc(C)n(-c4ccc(C)cn4)c3C)C(=O)NC2=S)c(OC)c1
 : ?	.
O=c1[nH]c(=S)[nH]c(O)c1N=Nc1cc(S(=O)(=O)Nc2ccc(Cl)cc2)ccc1Cl
 : ?	.
O=[N+]([O-])c1cc(F)c(N2CCCCCC2)cc1N1CCNCC1
 : i	.
Cc1ccc(NP(=O)(Oc2ccccc2F)Oc2ccccc2F)cc1
 : -27%	-20
CCOc1ccccc1CN1C2CCC1CC(c1ccc(C)cc1)C2 (stereo not given)
 : -12%	-22
CCCCn1c(O)c(C(C)=NCc2ccco2)c(=O)[nH]c1=O
 : 13%	19
O=C(NC(=C(Cl)Cl)P(=O)(c1ccccc1)c1ccccc1)c1ccccc1
 : ?	.
Cc1c(C=O)c2ccccc2n1Cc1ccc([N+](=O)[O-])cc1
 : 15%	23
CC1CN=C(NCCc2ccccc2)S1 (stereo not given)
 : 0%	3
Cc1cc(/C=C2\C(=O)NC(=S)N(C)C2=O)c(C)n1C1CCCCC1
 : -4%	0
CN=C(SCc1ccccc1)c1c(O)n(C)c(=O)n(C)c1=O
 : ?	.
O=C1CC(=O)N(c2ccc3c(c2)OCO3)C(=O)N1
 : 2%	9
Cc1cc(/C=C2\C(=O)NC(=O)N(c3ccc(Br)cc3)C2=O)c(C)n1-c1cc(C(=O)O)cc(C(=O)O)c1
 : -12%	9
O=P(O)(O)COc1ccccc1O
 : ?	.
Cc1ccc(C(O)P(=O)(Oc2ccccc2)Oc2ccccc2)cc1 (stereo not given)
 : ?	.
CCOC(=O)c1c(/N=C/c2c(O)n(-c3cccc(C)c3)c(=O)[nH]c2=O)sc2c1CCCC2
 : ?	.
Nc1nnc(CCN2CCCCC2)s1
 : ?	.
COc1ccc(CC2(CCc3ccncc3)C(=O)NC(=O)NC2=O)cc1OC
 : -9%	15
CN(C(=O)Oc1ccc(C(C)(C)C)cc1)c1ccccc1
 : 3%	-3
CC1=C(C(=O)O)N2C(=O)C(NC(=O)CCCC(=O)O)C2SC1 (stereo not given)
 : 7%	10
CCc1ccc(N2C(=O)NC(=O)C(Cc3ccc(OC)cc3OC)C2=O)cc1 (stereo not given)
 : ?	.
O=C(COC(=O)Cc1ccccc1)Nc1cccnc1Cl
 : ?	.
O=C1C2CCCC1C(N1CCCC1)CC2 (stereo not given)
 : ?	.
Cn1c(O)c(C=NCc2ccco2)c(=O)n(C)c1=O
 : ?	.
CC(=O)c1cc(C#N)c(N2CCN(C)CC2)nc1C
 : ?	.

Part of the list above, field by field:
> O=C(COC(=O)Cc1ccccc1)Nc1cccnc1Cl
  S3 lipid droplet = ?
  S3 lipid droplet cell count max = .
> CCc1ccc(N2C(=O)NC(=O)C(Cc3ccc(OC)cc3OC)C2=O)cc1 (stereo not given)
  S3 lipid droplet = ?
  S3 lipid droplet cell count max = .
> COc1ccc(CC2(CCc3ccncc3)C(=O)NC(=O)NC2=O)cc1OC
  S3 lipid droplet = -9%
  S3 lipid droplet cell count max = 15
